# NOD1 inhibition: NOD1 signaling inhibitors, primary screen, cell-based, luminescence, uHTS (AID 1578); NOD1-driven NF-kB luciferase reporter cells, luminescence; higher % means a stronger effect; inhibition, % at 4 µM; hits with a dose series show EC50 in µM; actives 1% (n = 290,000); in the data active means inhibition mostly above about 36%, no sharp cut-off; inactive means mostly below about 34%;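 further: HEK-293T reporter cells stimulated with the NOD1 agonist gamma-tri-DAP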
# KOR beta-arrestin-1: kappa opioid receptor activators – cell-based, luminescence, uHTS, primary screen (AID 1777) | activation, % at 10 µM, or EC50 in µM where a hit was titrated | KOR beta-arrestin recruitment, luminescence; higher % means a stronger effect | actives 0.02% (n = 280,000); in the data active means activation above about 50%, passing the limit was not always enough; further: a part of the inactive calls stands beside numbers as strong as those of hits
# GPR55 antagonists: GPR55 antagonists blocking LPI-driven arrestin recruitment, primary screen, imaging, U2OS, beta-arrestin-GFP, LPI agonist (AID 2013); U2OS GPR55 beta-arrestin-GFP translocation imaging, LPI antagonism; higher % means a stronger effect; one-dose inhibition, % at 10 µM; IC50 in µM for titrated hits; actives 0.13% (n = 290,000);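 active means spots per cell inhibited over 60%, with over 100 cells counted and total cytoplasm intensity under 500,000; inconclusive means wells with under 100 cells, flagged as likely toxic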;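 further: U2OS cells stably carrying GPR55 and arrestin-GFP stimulated by 5 µM LPI near EC80; imaged beta-arrestin-GFP aggregate spots per cell after agonist stimulation; plate controls were LPI-stimulated DMSO wells for no effect and DMSO wells without LPI for full effect; some results filed as inactive read as strong as hits; confirmed hits need IC50 under 10 µM and bright autofluorescent wells are also inconclusive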
# GPR55 activation: selective activators of receptor GPR55 – imaging, U2OS cells, beta-arrestin-GFP redistribution, primary screen (AID 1961); U2OS GPR55 beta-arrestin-GFP redistribution imaging; higher % means a stronger effect; one-dose activation, % at 10 µM; EC50 in µM for titrated hits; actives 0.048% (n = 290,000);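 active means activation above 40% with more than 50 cells counted in the well; inconclusive means wells holding fewer than 50 cells, flagged as toxic or sparse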;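 further: U2OS osteosarcoma cells stably expressing GPR55 and beta-arrestin-GFP; plate controls were DMSO negative control for no effect and LPI positive control for full effect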
# SV40 large T antigen: TAg ATPase/helicase activity blockers – biochemical (AID 1903); SV40 large T antigen ATPase/helicase inhibition assay; higher % means a stronger effect; one-dose inhibition, % at 20 µM; IC50 in µM for titrated hits; actives 0.39% (n = 310,000); in the data active means a potency from the dose series; inconclusive means inhibition mostly from about 32% at the one dose, without a potency; inactive means the rest, 99 in 100 with inhibition below about 32%; further: strong numbers were not always called active
# HIV fusion peptide: cell-free HIV fusion peptide-binding blockers – biochemical, uHTS, fluorescence dequenching, primary screen (AID 1986). cell-free peptide binding, fluorescence dequenching, 30 min; higher % means a stronger effect. inhibition, % at 20 µM; hits with a dose series show IC50 in µM. actives 0.3% (n = 290,000); in the data active means inhibition mostly above about 52%, no sharp cut-off; inactive means mostly below about 76%; further: some results filed as inactive read as strong as hits
# MgcRacGAP inhibition: MgcRacGAP GTPase-activating activity inhibitors, confirmation, biochemical, ADP Hunter fluorescence | actives 0.6% (n = 340,000) | one-dose inhibition, % at 30 µM; IC50 in µM for titrated hits | AID 624330 | MgcRacGAP-stimulated Rac1 GTP hydrolysis, ADP Hunter fluorescence; higher % means a stronger effect; GST-tagged Rac1 F28L mutant substrate;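 active means first-screen hits whose inhibition reached a set limit at any dose in the follow-up dose series; inconclusive means inhibition above the set first-screen limit but never retested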;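 further: fluorescence reports GDP produced by GAP-driven GTP hydrolysis; strong numbers were not always called active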
# HEK293 NOD2/NF-kB: NOD2 signaling inhibitors, cell-based, luminescence, uHTS, HEK293 (AID 1566); HEK293 NOD2/NF-kB luciferase reporter, luminescence; higher % means a stronger effect; one-dose inhibition, % at 4 µM; EC50 in µM for titrated hits; actives 0.63% (n = 290,000); further: many of its hits are not listed in these tables
# KOR beta-arrestin-2: kappa opioid receptor blockers – cell-based, luminescence, uHTS (AID 1778); KOR beta-arrestin recruitment, luminescence, antagonist mode; higher % means a stronger effect; one-dose inhibition, % at 10 µM; IC50 in µM for titrated hits; actives 0.091% (n = 290,000); further: strong numbers were not always called active
# * = called active by the depositor; ? = inconclusive; / = no result given; [ ] = dose if it differs, or a comment. Unless noted, no stated cut-off is given here; in the data, active means inhibition above about 50%; inactive means the rest. Only part of the results is shown; the hit share may differ from the screen's.
molecule	KOR beta-arrestin-1	NOD1 inhibition	SV40 large T antigen	GPR55 antagonists	GPR55 activation	HIV fusion peptide	HEK293 NOD2/NF-kB	MgcRacGAP inhibition	KOR beta-arrestin-2
CN(CC(=O)Nc1ccc(F)cc1Cl)Cc1cccs1	-4.3%	-39%	28%	-6%	-0.1%	1.3%	0%	6%	-14%
Cc1ccc([N+](=O)[O-])c(OCCN2CCc3ccccc3C2)c1	0.3%	-20%	6%	10%	-0.2%	1.3%	-18%	?	0%
COCCCN1C(=O)C(=O)/C(=C(/O)c2ccc(OC(C)C)cc2)C1c1cccnc1 (stereo not drawn)	2.8%	-17%	2%	12%	-0.1%	-0.8%	-1%	12%	-25%
c1ccc(Cc2nn[nH]n2)cc1	-0.6%	-19%	20%	5%	-0.2%	-1.4%	12%	10%	-3%
COc1cccc(OC)c1OCCCOc1ccc(C)cc1Br	2.9%	-16%	17%	-4%	-0.3%	1.6%	-1%	5%	-7%
Cc1cccc(CN2CCNC2=O)c1	14%	21%	3%	-13%	-0.3%	1.5%	1%	4%	-18%
CC(=O)Nc1ccc(NC(=O)c2c(C)noc2C)cc1	2.5%	-24%	20%	0%	-0.2%	-0.5%	-5%	5%	-43%
CCOCCCNC(=O)CCC(=O)NNc1nc2ccccc2c2nc(-c3ccccc3)nn12	-0.8%	-21%	6%	5%	0.1%	3.9%	8%	11%	30%
CCOC(=O)C1(Cc2cccc(F)c2)CCN(C(=O)c2cnc(C)cn2)CC1	/	-27%	0%	12%	-0.1%	0.4%	-2%	2%	-3%
Nc1sc2c(c1C(=O)NC1CCS(=O)(=O)C1)CCCC2 (stereo not drawn)	-5.4%	-25%	24%	2%	-0.1%	4.8%	-8%	14%	9%
CCCOc1ccc(CC(=O)NCC2(c3ccccc3)CCOCC2)cc1OC	4.4%	16%	9%	18%	-0.2%	0.4%	25%	6%	3%
Cc1cc(C)nc(N/N=C/C2=C(O)CC(c3ccccc3)CC2=O)n1 (stereo not drawn)	-6.5%	-8%	4%	-2%	-0.3%	2.8%	2%	/	35%
C/C(=N\NC(=O)CCCOc1ccc(Cl)cc1C)c1ccc(C)o1	33%	18%	3%	7%	-0.1%	-0.3%	16%	10%	-11%
N/C(=N\O)c1ccc(Oc2ccccc2Cl)c([N+](=O)[O-])c1	-2.5%	-7%	10%	5%	0.2%	-0.2%	-8%	11%	27%
COc1ccc(COC(=O)Nc2cn(C)nc2C(F)(F)F)cc1	2.7%	-39%	-1%	7%	-0.3%	0.5%	-9%	6%	0%
Cc1cccc(C(=O)N2CCN(c3ncnc4c3cnn4-c3ccccc3)CC2)c1	-3.7%	-20%	11%	7%	-0.3%	0.8%	-1%	11%	-8%
CSc1ccc(S(=O)(=O)NCCSc2ccccn2)cc1	-0.7%	-22%	9%	-4%	-0.3%	-1.2%	12%	3%	29%
Clc1cccc(Cl)c1CSc1nnc(CN2CCOCC2)n1-c1ccccc1	0.1%	11%	20%	4%	5.6%	0.8%	19%	9%	-3%
CCN(CC)CCCN1C(=O)C(=O)/C(=C(/O)c2ccc3c(c2)OCCO3)C1c1ccc(C)o1 (stereo not drawn)	3.7%	-14%	/	-4%	-0.2%	-1.6%	-6%	/	17%
O=S(=O)(c1ccc(Br)s1)N1CCN(c2ccc(F)cc2)CC1	5.3%	-3%	8%	-2%	0.3%	0.3%	-18%	5%	-41%
NC(=O)c1cnn2c(-c3ccc(Cl)cc3Cl)ccnc12	2.0%	-2%	15%	12%	0.0%	-0.4%	-4%	6%	-22%
CCCCN(C)CCCNC(=O)c1ccc2c(c1)N(CC)C(=O)c1ccccc1S2=O (stereo not drawn)	-1.2%	-7%	6%	2%	-0.1%	0.9%	3%	8%	-2%
CNC(=S)N(C1=NCC(c2ccc([N+](=O)[O-])cc2)S1)c1ccccc1 (stereo not drawn)	-4.3%	26%	0%	2%	0.6%	-2.6%	-14%	11%	7%
Cc1ccc(C(=O)C(C)N(C(=O)c2ccc(Cl)cc2Cl)N2C(=O)CCCC2=O)cc1 (stereo not drawn)	-2.5%	-31%	1%	16%	0.2%	0.9%	-1%	3%	-16%[20 µM]
O=C(COC(=O)C1CCCCC1)Nc1cc([N+](=O)[O-])ccc1F	-1.1%	-8%	-7%	6%	0.7%	-1.8%	16%	3%	13%
O=C1C=C(c2ccc(Cl)cc2)C(=O)N1Nc1ccccc1	-7.2%	-13%	1%	13%	0.2%	1.4%	3%	23%	-16%
O=c1c(F)cn(C2CCCO2)c(=O)n1Cc1ccccc1Cl (stereo not drawn)	-4.4%	-20%	14%	3%	-0.2%	1.0%	10%	1%	-37%
Cc1cc(C)cc(OCC(=O)N(Cc2cccs2)C2CCS(=O)(=O)C2)c1 (stereo not drawn)	/	-18%	20%	-17%	0.0%	0.1%	2%	4%	2%
Cc1nc(C)c2c(c1C(F)(F)F)-c1ccccc1C2(F)F	3.9%	-8%	3%	2%	-0.4%	0.9%	-11%	-2%	3%
O=C(COC(=O)c1ccccc1C(=O)c1ccc(Cl)cc1)NCc1ccccc1	-2.6%	-8%	0%	7%	0.3%	-2.1%	10%	2%	33%

# Given with two lines to a compound: part of the list above
# Under each structure – KOR beta-arrestin-1, NOD1 inhibition, SV40 large T antigen, GPR55 antagonists, GPR55 activation, HIV fusion peptide, HEK293 NOD2/NF-kB, MgcRacGAP inhibition, KOR beta-arrestin-2
- NC(=O)c1cnn2c(-c3ccc(Cl)cc3Cl)ccnc12
→ 2.0%, -2%, 15%, 12%, 0.0%, -0.4%, -4%, 6%, -22%
- O=C(COC(=O)C1CCCCC1)Nc1cc([N+](=O)[O-])ccc1F
→ -1.1%, -8%, -7%, 6%, 0.7%, -1.8%, 16%, 3%, 13%

# Additional results:
molecule	KOR beta-arrestin-1	NOD1 inhibition	SV40 large T antigen	GPR55 antagonists	GPR55 activation	HIV fusion peptide	HEK293 NOD2/NF-kB	MgcRacGAP inhibition	KOR beta-arrestin-2
Cc1ccc(SCC(=O)NCc2ccccc2C)cc1	2.3%	-26%	16%	-7%	-0.3%	1.3%	-7%	10%	-33%[20 µM]
CC(C)Oc1ccc(CN2CCC(n3nccc3NC(=O)C3CC3)CC2)cc1	5.1%	-5%	4%	-2%	0.3%	2.6%	2%	18%	-37%
CC(C)NC(=O)c1ccccc1-c1ccccc1	-6.0%	-8%	2%	10%	-0.1%	2.0%	1%	2%	16%
CCC(C(=O)Nc1ccc(C(=O)O)cc1NC(=O)C(CC)c1ccccc1)c1ccccc1 (stereo not drawn)	3.3%	-10%	11%	10%	-0.1%	41%	-4%	19%	-37%[20 µM]
CCOC(=O)C1CCN(S(=O)(=O)c2cnc[nH]2)CC1	-0.7%	/	0%	10%	-0.1%	0.8%	12%	7%	-8%
O=C(Nc1cc(Cl)ccc1N1CCOCC1)c1cccnc1	-3.1%	-2%	8%	7%	-0.2%	-1.6%	-8%	8%	28%
O=C(CCc1nnc(C2CCCCC2)o1)N1CCCCC1CCn1cccn1 (stereo not drawn)	/	-33%	1%	0%	-0.1%	0.4%	-2%	4%	-27%[20 µM]
COc1cc(C)nc(N2CCCC(C(=O)Nc3ccccc3Br)C2)n1 (stereo not drawn)	-9.5%	-10%	6%	20%	-0.1%	0.5%	20%	8%	-31%[20 µM]
CC(NC(=O)OC(C)(C)C)C(=O)N1CCCC1C(=O)NC(Cc1ccccc1)C(N)=O (stereo not drawn)	4.8%	-19%	10%	-6%	-0.2%	3.0%	-9%	5%	15%
CCCCCc1nc2sc3c(c2c(=O)n1NC(=O)c1ccc([N+](=O)[O-])cc1)CC(C)(C)OC3	-4.4%	39%	13%	7%	0.6%	25%	5%	8%	-20%
COc1cccc(C(=O)Nc2ccc3[nH]ncc3c2)c1OC	1.3%	-15%	6%	13%	0.3%	1.8%	-31%	7%	-43%[20 µM]
Cc1ccc(CNC(=O)CCS(=O)(=O)c2ccc(Br)s2)o1	-1.6%	-21%	16%	9%	-0.1%	5.0%	4%	13%	6%
Cc1ncc(CO)c(/C=N/NC(=O)c2cc3c(s2)CCCC3)c1O	0.3%	-44%	12%	1%	-0.1%	3.3%	41%	12%	12%[20 µM]
Cc1nc2ccccn2c1C(=O)N/N=C/c1ccc([N+](=O)[O-])o1	1.4%	20%	33%	5%	-0.6%	16%	28%	14%	-29%
CC1(NC(=O)Nc2ccccc2)CCS(=O)(=O)C1 (stereo not drawn)	3.8%	-2%	4%	-8%	-0.3%	-0.4%	2%	/	-44%
CC(=O)Nc1ccc(/C=N/OCC(=O)Nc2ccc(C)cc2)cc1	7.2%	-38%	13%	2%	0.2%	5.9%	-26%	9%	4%
COCCCNC(=O)Cc1c(C)c2c(cc(C)c3c(C(C)(C)C)coc32)oc1=O	-2.4%	2%	10%	0%	0.0%	-2.7%	11%	6%	3%
Cc1cc(OCc2cc(C(=O)N(C)CCOc3ccccc3)no2)cc(C)c1Cl	1.2%	-8%	8%	4%	0.1%	0.0%	-7%	1%	-36%
CCCCOC(=O)CSc1nnc(-c2cc(OC)c(OC)c(OC)c2)o1	-2.4%	6%	-13%	3%	0.0%	-2.4%	11%	4%	-1%
COc1ccc(C2C(C(=O)c3ccco3)=C(O)C(=O)N2CC2CCCO2)c(OC)c1 (stereo not drawn)	2.4%	-13%	2%	1%	-0.2%	-0.7%	-10%	6%	-21%
CC(OC(=O)c1cc2c(ccc3ccccc32)oc1=O)c1nc2ccccc2s1 (stereo not drawn)	-12%	24%	4%	-14%	0.2%	0.0%	-25%	2%	10µM*
CCc1cc(S(=O)(=O)N2CCN(C(=O)c3ccco3)CC2)ccc1OC	-1.8%	7%	4%	-13%	-0.1%	-0.6%	19%	0%	18%
CCOc1cccc(CN(CC)CC2CCCN(CCc3cccc(OC)c3)C2)c1O (stereo not drawn)	6.5%	-8%	11%	-1%	-0.1%	-1.9%	-23%	17%	-62%[20 µM]
CCOC(=O)c1cc(NC(=O)N2CCCCC2)c(C)nc1C	-4.3%	-18%	1%	6%	-0.1%	-1.1%	1%	7%	44%
COc1ccc(S(=O)(=O)NC2CCCCCC2)c(OC)c1	0.2%	-20%	22%	18%	0.0%	0.4%	10%	8%	-2%
CN(C)C(=O)c1cc(C(=O)c2ccccc2C(F)(F)F)c[nH]1	1.0%	2%	-2%	8%	-0.3%	0.3%	22%	3%	-12%
O=C(Nc1ccc(OCc2ccccc2)cc1)c1ccccc1	-3.6%	-46%	10%	10%	-0.2%	1.4%	-28%	8%	9%
CC12CCC(C(=O)NCCCN3CCOCC3)(C(Br)C1=O)C2(C)C (stereo not drawn)	/	-3%	6%	10%	-0.1%	0.4%	14%	10%	18%

# High-throughput results from PubChem BioAssay.
